Screening results (PubChem)
Scp-1 inhibitor – Scp-1 (human) phosphatase inhibition. Q9GZU7. Recombinant Scp1, phosphopeptide, malachite green phosphate absorbance. inhibition, % at 20 µM. 0.88% of 340,000 active. AID 493091;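 active = inhibition above about 50% at 20 µM, limit read from the data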;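 note: plate controls were DMSO wells with enzyme for no effect and wells lacking enzyme for full effect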
Target sequence (Q9GZU7 76-261 limits assumed): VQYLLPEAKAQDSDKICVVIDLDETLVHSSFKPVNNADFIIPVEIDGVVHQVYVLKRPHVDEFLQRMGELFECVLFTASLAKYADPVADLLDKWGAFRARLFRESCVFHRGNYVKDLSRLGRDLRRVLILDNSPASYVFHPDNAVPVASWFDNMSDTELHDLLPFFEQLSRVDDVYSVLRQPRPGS
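Test system: SCP-1 catalytic domain; Buffer or medium: Acidic Tris acetate buffer with magnesium and detergent; Also added: Phosphorylated 17-residue peptide substrate; Compound: single 20 µM dose, 1% DMSO; Schedule: enzyme reaction 45 min at room temperature, colour 5 min, stabilisation 30 min; Signal: Phosphate-binding colour reagent, absorbance read at 630 nm.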
MsrA act – bovine methionine sulfoxide reductase A activation. activation, % at 10.6 µM. 0.3% of 360,000 active. AID 602163. purified bovine MsrA, absorbance read-out; in the data active = activation above about 7.5%;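 note: 0% = vehicle and 100% = reference activator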
LMPTP block – LMPTP (human) inhibition; recombinant LMPTP-A, OMFP fluorogenic substrate, fluorescence intensity; inhibition, % at 20 µM; 0.22% of 360,000 active;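 active = compounds that cut the enzyme signal by at least half of the control window in the single-dose screen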;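 note: plate controls were DMSO wells with enzyme plus substrate for no effect and substrate without enzyme for full effect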
Target sequence (P24666 whole entry, looked up): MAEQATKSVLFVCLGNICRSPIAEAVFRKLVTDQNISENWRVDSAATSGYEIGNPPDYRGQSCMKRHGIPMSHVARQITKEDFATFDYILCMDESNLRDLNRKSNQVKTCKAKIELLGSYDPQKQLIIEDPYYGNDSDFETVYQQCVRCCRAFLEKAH
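Test system: LMPTP-A phosphatase enzyme. Amount: LMPTP-A at 0.625 nM final in the reaction. Reagent: OMFP substrate, 400 µM final. Times: 50 min at room temperature. Signal: endpoint fluorescence intensity from OMFP dephosphorylation. Read-out basis: % inhibition. Benchmarks: no-enzyme and uninhibited controls.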
MsrA inh – inhibitors of bovine MsrA | purified bovine MsrA, absorbance read-out | 0.75% of 360,000 active | AID 651718 | inhibition, % at 15.5 µM; in the data active = inhibition above about 4.5%;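 note: 0% = vehicle wells with enzyme and 100% = reference inhibitor wells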
CendR NRP1 mod – modulators of CendR peptide binding to human neuropilin-1 | 0.85% of 360,000 active | FAM-RPARPAR peptide binding to NRP-1, fluorescence polarization | inhibition, % at 25 µM;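 active = inhibition or corrected inhibition above about 18%, plus a signal ratio from 0.5 to 1.5, limit read from the data, passing the limit was not always enough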; note: strong numbers were not always called active
SUMO1 PPI mod – SUMO1-SIM interaction modulation. P63165. SUMO1 binding to a labelled peptide, TR-FRET, 1 h. inhibition, % at 20 µM. 0.33% of 360,000 active; in the data active = inhibition above about 37%
Target sequence (P63165 whole entry, looked up): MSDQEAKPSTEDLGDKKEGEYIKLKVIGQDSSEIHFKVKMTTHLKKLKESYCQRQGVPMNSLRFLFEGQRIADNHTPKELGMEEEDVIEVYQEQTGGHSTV
E coli Lon inh – inhibits E. coli Lon protease | purified E. coli Lon protease, fluorescence polarization | inhibition, % at 7.94 µM | 0.42% of 360,000 active; in the data active = inhibition above about 13%, passing the limit was not always enough;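 note: 0% = enzyme with probe and DMSO and 100% = no enzyme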
TbMetRS inhib – Trypanosoma brucei MetRS inhibition; purified T. brucei MetRS, ATP depletion, Kinase-Glo luminescence; inhibition, % at 11.9 µM; 0.4% of 360,000 active; AID 624268;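 active = inhibition above a per-plate cutoff of the control wells' mean inhibition plus 3 SD, cut at about 5.5% in these data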;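 note: 0% = DMSO wells median and 100% = median of wells with control inhibitor compound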
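Material – parasite MetRS enzyme · Medium – HEPES-MgCl2-KCl buffer plus DTT, spermine, BSA, pyrophosphatase · Reagent – ATP, methionine and E. coli bulk tRNA substrates · Times – 15 min enzyme-compound preincubation, 2 h reaction, 10 min detection, 25 °C · Measured by – luminescence of leftover ATP · Evaluation – percent inhibition relative to median high and low control wells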
DNMT1 block – inhibitors of human DNMT1; P26358; DNMT1 molecular beacon, Hinp1I cleavage, fluorescence; inhibition (reported as % activation of signal), % at 10 µM; 0.83% of 360,000 active; AID 588458; in the data active = inhibition above about 50%
STEP inh – inhibitors of human striatal-enriched phosphatase STEP; recombinant STEP, OMFP fluorogenic substrate, fluorescence; inhibition, % at 20 µM; 0.25% of 360,000 active; AID 588621;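 active = inhibition at 20 µM, scaled per plate between control wells, above about 37%, limit read from the data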;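 note: 0% = DMSO with enzyme and substrate and 100% = substrate only without enzyme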
Target sequence (P54829 whole entry, looked up): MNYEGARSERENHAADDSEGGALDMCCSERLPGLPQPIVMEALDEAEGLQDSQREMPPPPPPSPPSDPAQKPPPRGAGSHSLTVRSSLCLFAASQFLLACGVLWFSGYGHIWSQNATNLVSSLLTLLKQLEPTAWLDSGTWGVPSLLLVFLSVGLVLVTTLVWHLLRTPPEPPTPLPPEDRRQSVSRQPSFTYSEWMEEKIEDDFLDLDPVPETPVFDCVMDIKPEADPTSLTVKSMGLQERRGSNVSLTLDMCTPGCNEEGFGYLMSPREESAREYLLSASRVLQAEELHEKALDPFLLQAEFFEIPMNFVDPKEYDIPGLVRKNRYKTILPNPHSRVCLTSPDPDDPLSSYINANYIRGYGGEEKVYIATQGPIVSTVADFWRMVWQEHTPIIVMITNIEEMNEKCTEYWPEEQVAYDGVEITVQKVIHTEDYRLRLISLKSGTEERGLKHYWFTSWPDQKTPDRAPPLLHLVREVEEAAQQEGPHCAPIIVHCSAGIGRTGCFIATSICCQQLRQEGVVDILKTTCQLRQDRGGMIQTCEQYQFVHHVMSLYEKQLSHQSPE
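Assay system: isolated STEP enzyme / Timing: 20 min at room temperature, dark / Doses: 20 µM, 1% DMSO / Technique: fluorescence intensity, excitation 480 nm, emission 540 nm / Reagent: fluorogenic phosphatase substrate OMFP at 25 µM final / Measure: percent inhibition scaled to no-enzyme and uninhibited-enzyme controls, plate-pattern corrected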
Starred values were filed as active, the others as inactive; . = no result given.

Scp-1 inhibitor,MsrA act,LMPTP block,MsrA inh,SMILES,CendR NRP1 mod,SUMO1 PPI mod,E coli Lon inh,TbMetRS inhib,DNMT1 block,STEP inh
-4,-2,0.1,0.9,COc1ccc(S(=O)(=O)N2CCC(C(=O)N[C@@H](C)C(=O)NC3CCCC3)CC2)cc1,8,8,-1,-0.2,-1,0
-16,-1,-0.1,1.0,Cc1cc(S(=O)(=O)Nc2cccc([N+](=O)[O-])c2)c(C)s1,-4,-22,-1,0.3,0,2
-2,-2,-1.4,0.1,COc1cc(/C=N/NC(=O)Nc2cccc3nsnc23)cc(OC)c1OC,-7,-3,2,-0.4,-9,2
-5,-4,-4.9,-1.5,CN1C2CCC1CC(NC(=O)CSc1ccc(Cl)cc1)C2 (centres undefined),11,-26,0,0.1,-3,-3
-3,3,-2.4,0.2,Cc1onc(-c2ccncc2)c1C(=O)O,6,-1,2,0.3,-1,3
-12,-2,4.0,1.2,COc1ccccc1-c1cn[nH]c1-c1ccc(OCc2ccc(F)cc2)cc1O,0,7,-7,0.0,-4,-1
-10,-2,2.4,0.2,CC1CC(C)CN(S(=O)(=O)c2ccc(C(=O)Nc3nnc(-c4cccs4)o3)cc2)C1 (centres undefined),-13,7,-1,0.5,-2,5
-5,-3,-0.4,-0.3,Cc1ccccc1OCCC(=O)OCC(=O)NCCNC(=O)COC(=O)CCOc1ccccc1C,1,-1,-10,-0.4,-6,-2
-11,-4,-1.3,-0.7,N#CNC(=Nc1ccc(Cl)cc1)Oc1ccccc1,1,-10,0,0.2,3,0
-6,-9,-1.6,2.0,CCn1c(CC(=O)Nc2ccc(C)c(Cl)c2)nnc1SCC(=O)Nc1nc(C)cs1,-1,-2,-1,-1.2,29,0
-5,-8,0.1,1.8,CC(Oc1ccc(Br)cc1)C(=O)N1CCC(C(N)=O)CC1 (centres undefined),2,5,1,-0.9,6,-4
1,-8,-0.5,1.1,O=C(C(=O)N1CCOCC1)c1cn(CC(=O)N2CCCCC2)c2ccccc12,-2,3,-9,-0.1,3,0
1,0,0.2,0.0,c1ccc(OCCCCn2cnc3ccccc32)cc1,18,-1,-2,-0.5,74*,3
0,-4,0.6,0.5,CCOC(=O)C(NC(C)=O)C(O)c1ccc([N+](=O)[O-])cc1 (centres undefined),17,-8,-5,-0.3,0,0
-1,0,0.5,1.7,O=C(/C=C/c1ccccc1Cl)NC1CCS(=O)(=O)C1 (centres undefined),23,-3,0,0.5,4,-3
-6,-4,-2.3,0.3,CCc1ccccc1NC(=O)CNC(=O)c1ccccc1OCc1c(C)noc1C,13,1,4,-0.1,4,3
-1,-9,-0.2,2.5,Cc1ccc(OCC(=O)Nc2ccc(F)cc2)cc1,-5,-6,-4,0.2,0,0
-9,-5,-0.4,1.5,N#CC1(C#N)CC(C=O)=C(N)C1(C#N)CC(=O)c1ccc(F)cc1 (centres undefined),-102,0,-164,0.4,-2,-6
-2,-2,-1.6,-0.2,c1ccc(C2=NC(c3ccccc3)N=C(c3ccccc3)N2)cc1,-8,-2,-9,-0.9,9,-2
-2,-1,0.7,3.0,CCOC(=O)c1c(/N=C/N(C)C)sc2c1CCC2,1,-5,-7,-0.7,-4,0
-7,-2,1.4,1.8,O=C(CO/N=C/c1ccccc1O)N1CCc2ccccc21,4,9,-5,0.3,0,0
-2,-9,1.5,2.2,C/C(=N\NC(=S)NCCc1ccccc1)c1cccc(Br)c1,-10,1,3,-1.0,-3,0
0,-2,-1.7,1.0,CCOc1ccccc1Nc1nc(N)nc(CSc2nncn2C)n1,0,2,-8,-0.3,1,-1
-7,-2,0.0,0.1,Cc1cc(Cl)ccc1NC(=O)CCN1C(=O)NC(C)(C)C1=O,0,-2,2,-0.1,3,4
-7,-4,-2.7,-0.6,COc1ccc(/C(N)=N/OC(=O)Oc2ccccc2)cc1,8,1,-13,-0.1,-2,-3
-1,-2,-0.8,-1.4,CCN(CC)C(=O)C1CCN(S(=O)(=O)c2ccc3c(c2)CCCN3C(=O)C2CCC2)CC1,5,0,-2,-0.5,2,-1
-8,-2,0.0,-0.4,CCOC(=O)c1ccc(N(CC2CO2)S(=O)(=O)c2ccc(C)cc2)cc1 (centres undefined),13,2,-2,-0.2,-5,-3
50*,-7,-1.3,0.0,Cc1noc(C)c1NC(=O)Nc1ccc2c(c1)C(=O)N([C@H](C)CO)C[C@H](C)[C@@H](CN(C)C(=O)Nc1ccc(C(F)(F)F)cc1)O2,-6,1,-18,-2.6,4,-1
.,-2,-0.7,-0.6,CCOC1=C2[C@H](c3ccccc3Cl)N(S(=O)(=O)c3ccc(C)cc3)C[C@H]2C(C#N)(C#N)C(C#N)(C#N)C1,9,6,-8,-0.4,-35,-4
-4,-4,0.0,0.8,CCOC(=O)c1nccnc1C(=O)Nc1ccc(C(F)(F)F)cc1,-10,-5,-3,-0.8,0,2
-8,2,-0.6,2.8,COCCCNC(=O)/C(=C\c1cccn1C)NC(=O)c1cccs1,5,-4,-8,-0.7,-1,1
-1,-6,1.7,-1.4,Cc1cc(C)c(S(=O)(=O)N2CCN(C(=O)c3cc4ccccc4o3)CC2)c(C)c1,-10,4,3,-0.7,-1,2
-6,-2,0.0,-0.5,O=C(Nc1cc(Cl)ccc1Cl)C1CC(=O)N(c2ccccc2)C1 (centres undefined),9,3,4,0.7,0,-1
-7,-3,-0.3,0.4,S=C(NCc1ccccc1)N1CCN(C2CCCCC2)CC1,-1,2,-8,-0.2,2,-2
-9,-5,-1.3,0.1,Nc1c(C(=O)O)nnn1Cc1ccccc1,-2,-1,0,-0.7,0,2
-2,-3,1.1,3.3,Cc1ccc(N/C=C2\CCCCC2=O)nc1,-4,-12,3,-0.5,-5,5

Results in SUMO1 PPI mod, Scp-1 inhibitor and E coli Lon inh, for some of the entries so far:
SMILES	SUMO1 PPI mod	Scp-1 inhibitor	E coli Lon inh
CCOC(=O)c1ccc(N(CC2CO2)S(=O)(=O)c2ccc(C)cc2)cc1 (centres undefined)	2	-8	-2
Cc1noc(C)c1NC(=O)Nc1ccc2c(c1)C(=O)N([C@H](C)CO)C[C@H](C)[C@@H](CN(C)C(=O)Nc1ccc(C(F)(F)F)cc1)O2	1	50*	-18
CCOC1=C2[C@H](c3ccccc3Cl)N(S(=O)(=O)c3ccc(C)cc3)C[C@H]2C(C#N)(C#N)C(C#N)(C#N)C1	6	.	-8
CCOC(=O)c1nccnc1C(=O)Nc1ccc(C(F)(F)F)cc1	-5	-4	-3

Going on with the list.
Scp-1 inhibitor,MsrA act,LMPTP block,MsrA inh,SMILES,CendR NRP1 mod,SUMO1 PPI mod,E coli Lon inh,TbMetRS inhib,DNMT1 block,STEP inh
5,-1,1.3,-3.0,C[C@@H](CN1C2=NC[C@H](Cc3ccccc3)N2C[C@H]1Cc1ccc(O)cc1)NC(=O)CCC1CCCCC1,-3,-11,2,0.1,15,0
-1,-5,-0.9,0.2,O=C(c1ccc(Cl)c(F)c1F)N1CCOCC1,0,1,-5,-1.0,2,-3
-7,-3,0.5,1.2,CCCn1c(SCC(=O)NC)nc2sc3c(c2c1=O)CCC3,-1,4,-5,-0.4,-3,-2
-4,-2,0.5,1.9,CCCCC(=O)Nc1cc(OCC)c(NC(=O)c2ccccc2[N+](=O)[O-])cc1OCC,9,-4,0,0.0,8,-1
-17,-1,2.2,0.4,CCOC(=O)C(C)(C)N(Cc1cccc(C)c1)S(=O)(=O)c1ccc(Cl)c([N+](=O)[O-])c1,17,-5,0,-0.1,11,2
3,-4,-7.2,-0.7,CN(C)CC(O)COc1cccc(OCC(O)CN(C)C)c1 (centres undefined),0,1,-4,-0.7,-5,-2
-5,-4,-2.1,2.1,COc1ccccc1CNC(=O)COC(=O)/C=C/c1cccs1,-17,-9,-5,-0.4,0,2
-6,-6,-1.7,0.1,COc1cc(-c2noc(C)c2C#CC2(N)CCCCC2)cc(OC)c1OC,6,3,-9,-0.5,2,2
-15,-13,3.4,2.0,O=C1c2ccccc2C(=O)N1CCCCN(C(=O)c1ccc([N+](=O)[O-])cc1)c1ccc(Cl)cc1,-11,-12,-8,-0.7,-2,0
7,-2,-0.8,-0.8,CCCCN(C(=O)CN1C(=O)C2CCCCC2C1=O)c1c(N)n(CCC)c(=O)[nH]c1=O (centres undefined),-12,2,8,-0.6,1,-1
-6,4,-1.2,-0.9,O=C(Cc1ccccc1)N1CCC(c2nc3ccccc3[nH]2)CC1,-6,1,3,5.1,2,1
.,0,0.1,-0.6,CC(C)C[C@H]1CN([C@@H](Cc2ccccc2)CN2CCC[C@@H]2CN2C(=O)C(=O)NC[C@@H]2Cc2ccccc2)C(=O)C(=O)N1CC1CCCCC1,16,15,-3,-0.2,-9,2
.,-2,0.5,0.5,O=C1O[C@@H](c2ccccc2)C[C@@H](O)C(=O)CCCc2ccccc21,6,1,0,-0.1,.,.
-10,3,0.9,0.1,Cc1oc(-c2cccs2)nc1CN1CCC(c2ccccc2)CC1,-10,-6,-10,-0.6,-1,0
-8,-1,-0.3,0.1,Cc1cccc(NC(=O)c2ccc(CN3CCN(Cc4ccccc4)CC3)cc2)c1,21,0,5,-0.4,1,0
-9,-5,-1.7,1.4,COc1ccc(NC(=O)CC2C(=O)N(C)C(=S)N2Cc2ccncc2)cc1 (centres undefined),-22,1,-1,-0.2,-5,-1
-4,-5,-1.4,1.7,COc1cc(/C=N/N=C2/C(=O)Nc3ccccc32)cc(OC)c1O,25*,-16,-4,0.4,-15,-2
-5,-1,0.1,0.6,Cc1cc(OCC(=O)OCC(=O)Nc2cccnc2Cl)ccc1Cl,-2,2,5,-0.3,-1,2
-7,-1,0.4,-0.9,CCOc1ccc2nc(NC(=O)CSc3cn[nH]n3)sc2c1,-12,6,1,0.6,2,-1
-16,-4,1.9,-0.8,c1ccc(Cn2nnnc2C(c2ccccc2)N2CCN(c3nc4ccccc4s3)CC2)cc1 (centres undefined),6,2,6,0.1,-7,7
-1,-4,2.1,-0.2,O=S(=O)(c1ccc(NC(=S)N/N=C/c2cccc(Oc3ccccc3)c2)cc1)N1CCOCC1,0,3,0,-0.5,-7,2
-5,-5,-1.0,1.4,CCOc1ccc(NC(=O)CN(C)C(=O)c2cc(S(=O)(=O)N3CCCCC3)ccc2Cl)cc1OCC,-2,3,-10,-0.2,-4,-3
-7,-3,-0.4,0.1,COc1ccccc1Nc1ncnc2c1c(C)c(C)n2CCCN(C)C,13,2,-1,-0.9,-1,-1
1,-2,-2.0,1.8,O=C(Oc1cccc2c(=O)[nH]ccc12)c1ccccc1,-2,1,-9,-0.5,3,1
-2,-10,-1.4,0.7,CCOC(=O)c1nn(-c2ccccc2)c2nnc(Cc3ccccc3)c(=O)n12,14,-1,13,-1.1,19,-2
